From PubChem
TROY signal inh = blocks TROY-dependent signaling in reporter cells | Q293 LMP1-TROYcd NF-kB luciferase reporter, 4 h | inhibition, % at 10 µM | 360,000 compounds, 0.98% hits | AID 1347056;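 active = compounds whose plate-normalised and pattern-corrected inhibition of the luciferase reporter signal at the single screening dose is 50% or more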
NR2F2 inh = blocks human COUP-TFII nuclear receptor | inhibition, % at 8.6 µM | HEK293T NGFI-A luciferase reporter, luminescence | 370,000 compounds, 0.7% hits | AID 686940;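 active = inhibition above a per-plate cutoff, mean inhibition of test wells between control levels plus 3 SD, cut at about 38% in these data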;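 also: cells cotransfected with COUP-TFII expression vector driving the NGFI-A reporter; 0% = median of COUP-TF2 test wells and 100% = reporter-only cells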
TLR9-MyD88 inh = TLR9-MyD88 interaction inhibition; 340,000 compounds, 0.21% hits; Q9NR96+Q99836; inhibition, % at 4.98 µM; CHO BLA complementation TLR9-MyD88, CCF4 FRET ratio;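 active = inhibition above the mean over all tested compounds plus 3 SD, cut at about 21% in these data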;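 also: 0% = DMSO only wells and 100% = clavulanate BLA inhibitor control wells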
LMP1 NFkB inh = Epstein-Barr LMP1 NF-kappaB reporter inhibition. LMP1-induced NF-kappaB luciferase reporter cells, luminescence. inhibition, % at 12.5 µM. 350,000 compounds, 0.69% hits. AID 504558; in the data active = inhibition above about 41%;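 also: 0% = neutral control wells and 100% = reference inhibitor control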
SRC2 inh = human SRC2 (NCOA2) inhibition; HEK293 GAL4-SRC2 luciferase reporter, luminescence; AID 651957; inhibition, % at 9 µM; 370,000 compounds, 0.17% hits;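 active = inhibition above the mean inhibition of all tested compounds plus 3 SD, set per campaign, cut at about 52% in these data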;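 also: 0% = DMSO treated cells and 100% = cells given Gossypol at 36 µM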
SRC1 inh = inhibits human SRC1 coactivator; Q15788; HEK293 GAL4-SRC1 luciferase reporter, luminescence; inhibition, % at 3.6 µM; 360,000 compounds, 0.12% hits;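 active = inhibition above the campaign mean plus 3 SD, with each screening campaign given its own cutoff, cut at about 60% in these data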;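 also: 0% = DMSO treated cells and 100% = gossypol at 36 µM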
NR5A2 inv ag = inverse agonists of human LRH-1 (NR5A2). 360,000 compounds, 0.13% hits. HEK293T StAR-luciferase reporter, LRH-1 transfected, 24 h. inhibition, % at 3.6 µM. O00482;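 active = inhibition above the mean inhibition of all tested compounds plus 3 SD, cut at about 73% in these data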;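 also: 0% = DMSO wells and 100% = reporter-only cells lacking LRH-1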
C8 TRAIL sens = sensitizes caspase-8 expressing cells to TRAIL. NB7+C8 cells + TRAIL, ATPlite viability luminescence. inhibition (viability loss, TRAIL sensitization), % at 10 µM. 360,000 compounds, 1% hits. AID 624354;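 active = compounds causing at least 50% loss of cell viability in the single-dose screen, relative to plate controls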
TWEAK Fn14 block = blocks TWEAK-Fn14 interaction in a reporter cell assay | 360,000 compounds, 2% hits | TWEAK-stimulated Fn14 reporter cells, luciferase luminescence, 8 h | inhibition, % at 10 µM; in the data active = inhibition above about 50%
NOD2-RIPK2 inh = blocks binding of human NOD2 to RIPK2; O43353; CHO BLA complementation NOD2-RIPK2, CCF4 ratio; inhibition, % at 4.98 µM; 360,000 compounds, 0.38% hits; AID 624267; in the data active = inhibition above about 21%;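 also: 0% = vehicle only and 100% = reference blocker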
NCOA3 inh = inhibits human SRC3 coactivator; inhibition, % at 3.6 µM; HEK293 GAL4-SRC3 luciferase reporter, luminescence; Q9Y6Q9; AID 588352; 360,000 compounds, 0.17% hits;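 active = inhibition above a per-campaign cutoff, the mean of all compounds plus 3 SD, cut at about 60% in these data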;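 also: 0% = DMSO-treated cells and 100% = gossypol-treated cells at 36 µM; higher means less SRC3-driven luciferase light from the GAL4 reporter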
Target sequence (Q9Y6Q9 whole entry, looked up, the tested form may be a part): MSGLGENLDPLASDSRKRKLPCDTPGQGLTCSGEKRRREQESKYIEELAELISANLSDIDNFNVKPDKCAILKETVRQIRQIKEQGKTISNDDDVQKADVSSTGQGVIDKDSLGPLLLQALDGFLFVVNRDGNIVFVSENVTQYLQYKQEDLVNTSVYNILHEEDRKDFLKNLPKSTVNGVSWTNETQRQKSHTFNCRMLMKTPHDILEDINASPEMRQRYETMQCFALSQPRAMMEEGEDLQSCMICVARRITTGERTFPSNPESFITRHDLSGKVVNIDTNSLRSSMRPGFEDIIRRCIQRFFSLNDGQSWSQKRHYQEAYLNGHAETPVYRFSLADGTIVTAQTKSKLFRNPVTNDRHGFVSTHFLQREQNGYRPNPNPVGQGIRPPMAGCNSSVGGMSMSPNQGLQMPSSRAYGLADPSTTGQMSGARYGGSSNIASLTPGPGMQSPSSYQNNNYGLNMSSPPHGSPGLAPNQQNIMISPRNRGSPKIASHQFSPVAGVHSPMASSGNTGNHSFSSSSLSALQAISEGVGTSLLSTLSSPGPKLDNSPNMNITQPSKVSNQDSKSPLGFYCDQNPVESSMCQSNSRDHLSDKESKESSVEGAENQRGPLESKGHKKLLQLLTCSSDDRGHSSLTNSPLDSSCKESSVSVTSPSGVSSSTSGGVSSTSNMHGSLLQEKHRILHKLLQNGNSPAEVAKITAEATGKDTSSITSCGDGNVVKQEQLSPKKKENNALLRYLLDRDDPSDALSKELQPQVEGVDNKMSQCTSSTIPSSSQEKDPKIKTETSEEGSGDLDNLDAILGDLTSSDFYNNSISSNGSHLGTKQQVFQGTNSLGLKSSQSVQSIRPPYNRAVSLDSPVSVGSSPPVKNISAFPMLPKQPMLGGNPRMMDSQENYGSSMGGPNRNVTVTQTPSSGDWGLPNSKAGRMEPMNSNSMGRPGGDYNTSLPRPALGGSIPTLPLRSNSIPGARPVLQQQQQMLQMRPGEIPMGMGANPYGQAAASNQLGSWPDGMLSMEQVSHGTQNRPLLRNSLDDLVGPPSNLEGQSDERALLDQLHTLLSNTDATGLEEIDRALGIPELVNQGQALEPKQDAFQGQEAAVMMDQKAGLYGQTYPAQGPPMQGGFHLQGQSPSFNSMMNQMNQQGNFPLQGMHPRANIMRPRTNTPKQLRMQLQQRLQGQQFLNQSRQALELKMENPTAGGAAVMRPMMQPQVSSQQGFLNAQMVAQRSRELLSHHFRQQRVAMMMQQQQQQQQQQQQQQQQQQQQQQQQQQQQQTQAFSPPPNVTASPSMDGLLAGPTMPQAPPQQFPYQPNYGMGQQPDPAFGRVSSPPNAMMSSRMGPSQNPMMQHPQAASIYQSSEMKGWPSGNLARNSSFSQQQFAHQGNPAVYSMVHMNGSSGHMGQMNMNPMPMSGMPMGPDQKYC
An asterisk follows results filed as active; . = no result given. These rows are one share of the data; the hit share may differ from the screen's.

Start of the data: the first 12 entries as a preview:
SMILES	TROY signal inh	NR2F2 inh	TLR9-MyD88 inh	LMP1 NFkB inh	SRC2 inh	SRC1 inh	NR5A2 inv ag	C8 TRAIL sens	TWEAK Fn14 block	NOD2-RIPK2 inh	NCOA3 inh
COc1ccc(CNC(=O)C2CCN(S(=O)(=O)c3cc(OC)ccc3OC)CC2)cc1	-19	7	-10	-2	18	-3	-19	3	0	-7	16
COCCCNC(=O)CC(NS(=O)(=O)c1ccc(Cl)cc1)c1ccc(OC)cc1 (configuration not stated)	-1	13	-14	-11	17	4	13	-14	-8	-7	6
CC(=O)Nc1ccc2c(c1)C(=O)N(c1cccc3ccccc13)C2=O	8	20	-12	-11	-3	-2	15	-11	5	-4	7
O=C(NCC1CCCO1)c1ccc2nc(N3CCCCC3)sc2c1 (configuration not stated)	-66	-30	-7	-34	-72	-83	-79	12	-14	3	-84
O=C(CSc1nnc(-c2cccnc2)n1Cc1ccco1)N1CCc2ccccc21	-18	21	3	-23	-69	-14	-32	-2	-6	-1	13
CC(C)C[C@H](NC(=O)[C@@H]1O[C@H]1C(=O)O)C(=O)NCCCCN=C(N)N	-17	-14	11	7	14	-32	9	-1	0	-8	16
N#Cc1ccccc1NC(=O)COc1ccccc1C(=O)Nc1ccccc1	-12	-5	4	1	-46	8	27	-15	9	-8	6
C[C@@H]1CN([C@@H](C)CO)C(=O)CCCn2nncc2CO[C@@H]1CN(C)C(=O)Nc1ccccc1F	5	-22	-3	4	-3	0	2	-1	2	-4	1
Cc1cc(OCC(=O)N(Cc2ccco2)C2CCS(=O)(=O)C2)ccc1Cl (configuration not stated)	7	-8	.	.	21	7	6	30	17	-13	23
O=C(c1ccc2nc(Cc3ccccc3F)oc2c1)N1CC[C@H](O)C1	-46	-23	-7	-6	-30	-32	-10	8	11	-16	-32
CCCn1nc(NS(C)(=O)=O)c2cc3cccc(C)c3nc21	-5	-2	2	2	10	4	-10	-4	0	-8	6
CCOC(=O)CC(NC(=O)C1c2ccccc2Oc2ccccc21)c1ccc(C)cc1 (configuration not stated)	16	-1	-12	2	-5	-19	-7	-10	4	-11	13

The listing, from the first entry:
SMILES	TROY signal inh	NR2F2 inh	TLR9-MyD88 inh	LMP1 NFkB inh	SRC2 inh	SRC1 inh	NR5A2 inv ag	C8 TRAIL sens	TWEAK Fn14 block	NOD2-RIPK2 inh	NCOA3 inh
COc1ccc(CNC(=O)C2CCN(S(=O)(=O)c3cc(OC)ccc3OC)CC2)cc1	-19	7	-10	-2	18	-3	-19	3	0	-7	16
COCCCNC(=O)CC(NS(=O)(=O)c1ccc(Cl)cc1)c1ccc(OC)cc1 (configuration not stated)	-1	13	-14	-11	17	4	13	-14	-8	-7	6
CC(=O)Nc1ccc2c(c1)C(=O)N(c1cccc3ccccc13)C2=O	8	20	-12	-11	-3	-2	15	-11	5	-4	7
O=C(NCC1CCCO1)c1ccc2nc(N3CCCCC3)sc2c1 (configuration not stated)	-66	-30	-7	-34	-72	-83	-79	12	-14	3	-84
O=C(CSc1nnc(-c2cccnc2)n1Cc1ccco1)N1CCc2ccccc21	-18	21	3	-23	-69	-14	-32	-2	-6	-1	13
CC(C)C[C@H](NC(=O)[C@@H]1O[C@H]1C(=O)O)C(=O)NCCCCN=C(N)N	-17	-14	11	7	14	-32	9	-1	0	-8	16
N#Cc1ccccc1NC(=O)COc1ccccc1C(=O)Nc1ccccc1	-12	-5	4	1	-46	8	27	-15	9	-8	6
C[C@@H]1CN([C@@H](C)CO)C(=O)CCCn2nncc2CO[C@@H]1CN(C)C(=O)Nc1ccccc1F	5	-22	-3	4	-3	0	2	-1	2	-4	1
Cc1cc(OCC(=O)N(Cc2ccco2)C2CCS(=O)(=O)C2)ccc1Cl (configuration not stated)	7	-8	.	.	21	7	6	30	17	-13	23
O=C(c1ccc2nc(Cc3ccccc3F)oc2c1)N1CC[C@H](O)C1	-46	-23	-7	-6	-30	-32	-10	8	11	-16	-32
CCCn1nc(NS(C)(=O)=O)c2cc3cccc(C)c3nc21	-5	-2	2	2	10	4	-10	-4	0	-8	6
CCOC(=O)CC(NC(=O)C1c2ccccc2Oc2ccccc21)c1ccc(C)cc1 (configuration not stated)	16	-1	-12	2	-5	-19	-7	-10	4	-11	13
Cc1cccc(N2CCN(C(=O)Cc3c(C(=O)O)[nH]c4ccc(Cl)cc34)CC2)c1C	18	-14	-12	-1	10	1	1	-2	-3	3	2
O=C1CN(S(=O)(=O)c2cccc(Cl)c2Cl)CCN1	-3	3	-1	0	-9	-8	-4	-21	18	-6	8
C=Cc1ccc(CC2(C)C(=O)Nc3ccc(Cl)cc32)cc1 (configuration not stated)	3	9	.	.	-2	-9	1	-5	4	-6	-11
COc1cc(C(=O)OCC(=O)Nc2c(C)n(C)n(-c3ccccc3)c2=O)c([N+](=O)[O-])cc1OC	2	-1	1	-2	-7	2	-20	-6	-7	-8	-11
COCCN(C(=O)C1CCC1)c1nnc(-c2cccnc2)s1	-9	20	-2	1	-7	-2	10	9	-2	-7	23
COc1cc2c(C#CCCO)c(-c3ccsc3)oc(=O)c2cc1OC	-31	-50	2	-30	-109	-5	39	5	-61	-1	5
CCOC(=O)c1c(C)n(-c2ccc(C)cc2)c2ccc(O)c(CN(C)C)c12	-23	3	-3	-9	12	-5	3	-2	1	1	15
O=C(OCCOc1cccc(Cl)c1)c1cc(S(=O)(=O)N2CCOCC2)ccc1F	-11	-30	-1	2	7	-21	-4	-6	-19	-2	-4
Cc1ccc(S(=O)(=O)N(C)CCCC(=O)Nc2ccccn2)cc1	6	14	7	-9	14	-4	16	-12	9	-5	-2
CCc1ccc(N2CC(C(=O)Nc3cccnc3)CC2=O)cc1 (configuration not stated)	2	-13	8	-5	-18	9	1	1	-4	7	-13
O=C1NC(c2ccc(-c3ccccc3[N+](=O)[O-])o2)C(C(=O)c2ccccc2)C(O)(C(F)(F)F)N1 (configuration not stated)	7	21	6	6	-3	-9	6	-4	11	-3	8
Cc1ccc(OC(=O)N(C)C[C@@H]2OCc3cn(nn3)CCCC(=O)N([C@@H](C)CO)C[C@H]2C)cc1	-2	-12	8	-2	-7	7	12	-4	3	-3	4
Cc1occc1-c1nnc(SCC(=O)N2CCCCC2)n1C	-21	10	2	12	-6	-5	11	-1	4	10	2
COc1ccc(S(=O)(=O)NCCSC(C)(C)C)cc1Cl	11	14	-8	4	-1	4	-6	-3	4	-9	1
Cc1nc(NC(=O)c2ccc(F)cc2)sc1C(=O)Nc1ccc2c(c1)CCC2	-15	-15	11	-1	0	-14	-22	3	18	17	-15
Cc1nn(CC#N)c(=O)n1-c1ccc(F)cc1	-3	16	3	-4	7	-25	-34	18	-1	6	5
Cc1ccc(S(=O)(=O)N(C)CC(=O)OCC(=O)N2CC(=O)Nc3ccccc32)cc1	10	-5	-7	-8	2	6	-7	-6	0	3	21
O=C(NCc1ccccc1Cl)c1cnc2n(c1=O)CCS2	-15	-10	11	-4	-19	-14	-8	0	1	2	-22
Cc1onc(-c2ccccc2Cl)c1C(=O)OCC(=O)c1ccc[nH]1	-3	2	5	10	13	-9	13	-2	12	-9	-4
Cc1cc(OCc2cc(C(=O)N(C)CCCN3CCOCC3)no2)cc(C)c1Cl	-18	20	-9	-6	2	-4	-15	-6	-20	-5	-4
CC(OC(=O)CN1C(=O)COc2ccccc21)C(=O)NCc1ccc(F)cc1 (configuration not stated)	1	0	-6	-5	-28	0	-2	-13	14	-4	-7
CN(C)CCCN(Cc1ccccc1)C(=S)Nc1ccc(F)c(Cl)c1	-25	-31	6	-2	-1	-12	-3	-8	10	6	11
C=CCn1c(CC#N)nnc1N1CCOCC1	18	13	-4	-3	0	-52	11	7	1	-4	-10
O=C(CN1CCCc2ccccc21)Nc1cccc(S(=O)(=O)N2CCOCC2)c1	-29	1	4	-9	-6	-9	16	13	-3	2	10
COc1ccc(Cc2nc3ccc(C(=O)NCc4cc(C)no4)cc3o2)cc1	-34	-52	6	-17	-79	-60	-80	-4	-30	10	-63
CCCCn1c(N)c(N(CCC(C)C)C(=O)CC2CCCC2)c(=O)[nH]c1=O	19	-5	8	4	17	-17	5	2	11	-5	-8
C/C(=N/NC(=O)c1ccncc1)c1cc2ccc(O)cc2oc1=O	16	4	-88	-12	0	4	5	17	11	-76	7
CCn1c(=O)c(-c2cc(=O)[nH][nH]2)c(O)c2ccccc21	14	-9	11	-1	7	-14	-10	-8	6	3	4
O=C(Cn1cc(C(F)(F)F)ccc1=O)Nc1cccc(S(=O)(=O)N2CCOCC2)c1	8	-14	5	5	3	12	12	-3	5	-12	15
C[C@H](O)[C@@H]1CN2CCc3c([nH]c4ccccc34)[C@@H]2C[C@@H]1N(C)C(=O)NC1CCCCC1	-15	0	7	10	2	-4	1	8	-6	-1	-5
O=C(CN1C(=O)NC2(CCc3ccccc32)C1=O)Nc1ccc(Cl)cc1F (configuration not stated)	-7	12	0	0	7	0	22	15	6	4	-3
O=C(Nc1nccs1)C1CCCN1/C=C/C(=O)C(F)(F)F (configuration not stated)	11	-15	8	-6	-9	-4	-12	-23	-15	-16	1
CC(=NNC(=S)N1CC2CCC(CC2)C1)c1ccncn1	-11	-23	4	35	-12	21	-8	19	-34	0	22
CC(=O)Nc1ccc2nc(SCC(=O)O)sc2c1	4	-9	-1	4	2	-12	2	-5	2	-6	3
CC(C)Nc1ncnc2c1ncn2[C@H]1CN(Cc2ccncc2)C[C@@H](CO)O1	-22	-8	.	.	-12	2	19	1	-31	-7	1
Cc1ccc(NS(=O)(=O)c2ccc3c(c2)NC(=O)CO3)cc1Cl	18	0	2	11	0	1	-13	22	-2	-2	3
Cc1ccc(N=C2NC(=O)/C(=C/c3cccn3C)S2)cc1C	-80	-1	.	.	-14	-24	-45	9	-12	-13	-28
CCOC(=O)C1=CC[C@@H](c2ccccc2)N(S(=O)(=O)c2ccc(C)cc2)[C@H]1C=C(C)C	30	6	.	.	11	-10	9	-3	10	-1	-8
CN(C)CCn1c(=O)n(Cc2ccco2)c(=O)c2c3c(sc21)CCCCC3	-6	-2	-3	0	-1	4	5	-1	-14	-4	-5
CCN(CC(=O)Nc1c(F)cccc1F)C(=O)c1ccc(S(=O)(=O)N2CCCCC2)cc1	-8	-10	-4	1	-13	1	-4	4	-19	9	21

An excerpt from above, showing only TROY signal inh, NR5A2 inv ag and TWEAK Fn14 block:
Molecule | TROY signal inh | NR5A2 inv ag | TWEAK Fn14 block
O=C1CN(S(=O)(=O)c2cccc(Cl)c2Cl)CCN1 | -3 | -4 | 18
O=C1NC(c2ccc(-c3ccccc3[N+](=O)[O-])o2)C(C(=O)c2ccccc2)C(O)(C(F)(F)F)N1 (configuration not stated) | 7 | 6 | 11
